RPL19A TOR yeast: yeast TOR pathway RPL19A-GFP modulation; percent response vs DMSO, % at 10 µM; S. cerevisiae RPL19A-GFP strain, flow cytometry, 3 h; hits give low values; 0.3% of 330,000 active;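 active = percent response vs DMSO below 50%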;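 note: median channel GFP fluorescence of the barcoded RPL19A-GFP strain; ratio of sample median GFP to plate DMSO average so 100% = DMSO; lower means less RPL19A-GFP as with rapamycin TOR inhibition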
MEP2-GFP yeast: alters MEP2-GFP fluorescence in TOR pathway yeast screen | GFP response vs DMSO, % at 10 µM | 0.51% of 330,000 active | S. cerevisiae MEP2-GFP strain, flow cytometry GFP, 3 h; 100% = DMSO control level | AID 2016;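 active = GFP response versus DMSO above a set limit, roughly screen mean plus 3 SD, cut at about 180% in these data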;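 note: median GFP fluorescence of the barcode-gated MEP2-GFP cells per well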
GASC-1 inh: blocks human GASC-1 demethylase activity | AID 2099 | Q9H3R0 | inhibition, % at 2.35 µM | GST-JMJD2C(1-420) H3K9me3 demethylation, DELFIA europium | 0.069% of 330,000 active;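 active = more than half of a compound's replicate wells show inhibition beyond 50%, single wells judged on their own value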;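 note: signal counts dimethyl H3K9 product captured on neutravidin plate; 0% = median of DMSO wells and 100% = 0.3 times that DMSO median; strong numbers were not always called active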
AGP1-GFP MLPCN: alters AGP1-GFP fluorescence in TOR pathway yeast screen. S. cerevisiae AGP1-GFP multiplex flow cytometry, 3 h; GFP as percent of DMSO wells. GFP response vs DMSO, % at 10 µM. 0.02% of 320,000 active;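 active = GFP response relative to DMSO above a set limit, near screen average plus 3 SD, cut at about 150% in these data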;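 note: median GFP channel fluorescence of the gated AGP1 strain per well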
LAP4-GFP MLPCN: modulators of TOR pathway LAP4-GFP in S. cerevisiae. GFP response vs DMSO, % at 10 µM. AID 2023. S. cerevisiae LAP4-GFP multiplex, flow cytometry GFP, 3 h; median GFP as percent of DMSO wells. 0.34% of 320,000 active;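 active = GFP response vs DMSO above a set limit, about the screen mean plus 3 SD, cut at about 150% in these data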
GRK2 aptamer HTS: inhibitors of human GRK2 displacing RNA aptamer | P25098 | bead flow cytometry, FAM-aptamer displacement from GRK2 | inhibition of aptamer binding, % at 10 µM | 0.59% of 330,000 active | AID 488847;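 active = inhibition of aptamer binding above 40%, roughly 3 SD of noise, on plates passing a quality check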;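 note: median bead fluorescence of bound FAM aptamer so fluorescent compounds give negative values; no value below 0 was filed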
Target sequence (P25098 whole entry, looked up): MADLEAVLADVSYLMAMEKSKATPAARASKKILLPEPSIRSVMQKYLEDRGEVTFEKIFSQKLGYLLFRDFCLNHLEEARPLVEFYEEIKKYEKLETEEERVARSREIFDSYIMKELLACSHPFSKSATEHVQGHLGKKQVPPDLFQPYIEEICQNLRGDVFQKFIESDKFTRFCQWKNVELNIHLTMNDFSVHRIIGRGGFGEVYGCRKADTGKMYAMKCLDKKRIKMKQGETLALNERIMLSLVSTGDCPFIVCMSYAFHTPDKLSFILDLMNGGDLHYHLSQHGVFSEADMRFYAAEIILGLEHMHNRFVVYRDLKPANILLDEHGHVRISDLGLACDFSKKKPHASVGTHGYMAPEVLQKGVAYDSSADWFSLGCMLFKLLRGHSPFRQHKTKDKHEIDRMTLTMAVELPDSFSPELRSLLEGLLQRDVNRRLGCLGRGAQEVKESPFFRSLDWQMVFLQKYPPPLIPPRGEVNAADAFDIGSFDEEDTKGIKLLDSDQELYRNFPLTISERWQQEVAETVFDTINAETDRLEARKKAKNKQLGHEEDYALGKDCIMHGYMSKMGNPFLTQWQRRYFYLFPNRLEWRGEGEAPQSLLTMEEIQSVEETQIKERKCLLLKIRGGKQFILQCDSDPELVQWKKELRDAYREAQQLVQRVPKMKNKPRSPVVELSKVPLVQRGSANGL
CIT2-GFP yeast: alters CIT2-GFP fluorescence in TOR pathway yeast screen | S. cerevisiae CIT2-GFP strain, flow cytometry, 3 h; 100 means same as DMSO wells | GFP response vs DMSO, % at 10 µM | 0.065% of 320,000 active | AID 2029;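 active = GFP response relative to DMSO above a set limit, near the screen mean plus 3 SD, cut at about 150% in these data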;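 note: ratio of well median GFP fluorescence to mean of DMSO wells on the plate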
VLA-4 inh: inhibition in a human VLA-4 binding assay. 0.2% of 330,000 active. inhibition, % (about 7 µM as worked out from the volumes in the protocol). VLA-4 expressing cells, ligand binding flow cytometry. AID 2557. P13612; in the data active = inhibition above about 50%
* marks the source's active call; other numbers are inactive results.

How did COCCn1c(=NC(=O)CCS(=O)(=O)c2ccccc2)sc2c(OC)ccc(OC)c21 do in these assays?
RPL19A TOR yeast: 105; MEP2-GFP yeast: 101; GASC-1 inh: 1; AGP1-GFP MLPCN: 105; LAP4-GFP MLPCN: 103; GRK2 aptamer HTS: 2; CIT2-GFP yeast: 110; VLA-4 inh: 2

How did COc1ccc(Cc2noc(-c3ccc(C)cc3)n2)cc1 do in these assays?
RPL19A TOR yeast: 98; MEP2-GFP yeast: 100; GASC-1 inh: -2; AGP1-GFP MLPCN: 103; LAP4-GFP MLPCN: 104; GRK2 aptamer HTS: 0; CIT2-GFP yeast: 98; VLA-4 inh: -1

How did CCn1c(SCc2cccc(C)c2)nnc1-c1ccccc1 do in these assays?
RPL19A TOR yeast: 98; MEP2-GFP yeast: 103; GASC-1 inh: -7; AGP1-GFP MLPCN: 87; LAP4-GFP MLPCN: 97; GRK2 aptamer HTS: 4; CIT2-GFP yeast: 87; VLA-4 inh: 0

Results for CN(C)CCCN(C(=O)c1ccc(S(=O)(=O)N2CCCC2)cc1)c1nc2ccc(Br)cc2s1 ?
RPL19A TOR yeast: 105; MEP2-GFP yeast: 99; GASC-1 inh: -6; AGP1-GFP MLPCN: 104; LAP4-GFP MLPCN: 94; GRK2 aptamer HTS: 0; CIT2-GFP yeast: 100; VLA-4 inh: -9

What do the screens show for `CCOC(=O)c1ccc(NC(=O)c2c(N)n(C)c(=O)n(C)c2=O)cc1`?
RPL19A TOR yeast: 105; MEP2-GFP yeast: 96; GASC-1 inh: -10; AGP1-GFP MLPCN: 95; LAP4-GFP MLPCN: 111; GRK2 aptamer HTS: 2; CIT2-GFP yeast: 88; VLA-4 inh: 7

How did Cc1ccc(C(=O)CSc2nnc(COc3cccc(C)c3)o2)cc1 do in these assays?
RPL19A TOR yeast: 84; MEP2-GFP yeast: 91; GASC-1 inh: -11; AGP1-GFP MLPCN: 82; LAP4-GFP MLPCN: 87; GRK2 aptamer HTS: 0; CIT2-GFP yeast: 85; VLA-4 inh: 13

Results for CCOc1cc2[nH]c(=O)n(Cc3ccc(C(=O)NCCOC)cc3)c(=O)c2cc1OCC ?
RPL19A TOR yeast: 95; MEP2-GFP yeast: 93; GASC-1 inh: -14; AGP1-GFP MLPCN: 97; LAP4-GFP MLPCN: 99; GRK2 aptamer HTS: 0; CIT2-GFP yeast: 95; VLA-4 inh: 5

How did Nc1nc(-c2ccc(Cl)cc2Cl)cn1N do in these assays?
RPL19A TOR yeast: 93; MEP2-GFP yeast: 107; GASC-1 inh: -7; AGP1-GFP MLPCN: 107; LAP4-GFP MLPCN: 105; GRK2 aptamer HTS: 0; CIT2-GFP yeast: 99; VLA-4 inh: 4

Results for CC(C)(C)NC(=O)NC(=O)CN1CCCc2ccccc21 ?
RPL19A TOR yeast: 99; MEP2-GFP yeast: 111; GASC-1 inh: -5; AGP1-GFP MLPCN: 104; LAP4-GFP MLPCN: 102; GRK2 aptamer HTS: 0; CIT2-GFP yeast: 102; VLA-4 inh: -52

Results for CC(C)[C@H](NC(N)=O)C(=O)Nc1ccc(Oc2ccccc2)cc1 ?
RPL19A TOR yeast: 100; MEP2-GFP yeast: 103; GASC-1 inh: -3; AGP1-GFP MLPCN: 102; LAP4-GFP MLPCN: 98; GRK2 aptamer HTS: 1; CIT2-GFP yeast: 105; VLA-4 inh: -6

How did CCc1cc(Br)ccc1NC(=S)NCCc1ccccc1 do in these assays?
RPL19A TOR yeast: 113; MEP2-GFP yeast: 100; GASC-1 inh: 6; AGP1-GFP MLPCN: 86; LAP4-GFP MLPCN: 81; GRK2 aptamer HTS: 0; CIT2-GFP yeast: 87; VLA-4 inh: -12

Results for Cc1ccn2nc(C(=O)OCC(=O)N(CC(C)C)C3CCS(=O)(=O)C3)nc2n1 (stereo unspecified) ?
RPL19A TOR yeast: 87; MEP2-GFP yeast: 85; GASC-1 inh: 4; AGP1-GFP MLPCN: 88; LAP4-GFP MLPCN: 82; GRK2 aptamer HTS: 0; CIT2-GFP yeast: 91; VLA-4 inh: 12

What do the screens show for `Cc1nn(C)cc1C(C(=O)NC1CCCCC1)N(C(=O)c1cnccn1)c1ccc(Oc2ccccc2)cc1` (stereo unspecified)?
RPL19A TOR yeast: 104; MEP2-GFP yeast: 106; GASC-1 inh: 6; AGP1-GFP MLPCN: 100; LAP4-GFP MLPCN: 108; GRK2 aptamer HTS: 0; CIT2-GFP yeast: 97; VLA-4 inh: 5

What do the screens show for `Cc1ccc2nc(SCC(=O)Nc3ccc4c(c3)CCC4)[nH]c2c1`?
RPL19A TOR yeast: 108; MEP2-GFP yeast: 96; GASC-1 inh: -13; AGP1-GFP MLPCN: 102; LAP4-GFP MLPCN: 96; GRK2 aptamer HTS: 0; CIT2-GFP yeast: 102; VLA-4 inh: -16

What do the screens show for `O=C(N/C(=C/c1ccc2c(c1)OCO2)C(=O)N1CCOCC1)c1cccs1`?
RPL19A TOR yeast: 100; MEP2-GFP yeast: 100; GASC-1 inh: 8; AGP1-GFP MLPCN: 99; LAP4-GFP MLPCN: 100; GRK2 aptamer HTS: 1; CIT2-GFP yeast: 96; VLA-4 inh: -1

How did COc1cccc(N/N=C/c2cccc(Br)c2O)c1 do in these assays?
RPL19A TOR yeast: 116; MEP2-GFP yeast: 117; GASC-1 inh: -3; AGP1-GFP MLPCN: 111; LAP4-GFP MLPCN: 104; GRK2 aptamer HTS: 0; CIT2-GFP yeast: 112; VLA-4 inh: 9

Results for COC(=O)[C@H](CCSC)NC(=O)NCCc1ccccc1F ?
RPL19A TOR yeast: 94; MEP2-GFP yeast: 95; GASC-1 inh: 3; AGP1-GFP MLPCN: 96; LAP4-GFP MLPCN: 92; GRK2 aptamer HTS: 0; CIT2-GFP yeast: 91; VLA-4 inh: 19

What do the screens show for `Cc1ccccc1NC(=O)CCCSc1nc2ccccc2s1`?
RPL19A TOR yeast: 102; MEP2-GFP yeast: 107; GASC-1 inh: -2; AGP1-GFP MLPCN: 89; LAP4-GFP MLPCN: 97; GRK2 aptamer HTS: 3; CIT2-GFP yeast: 95; VLA-4 inh: -5

What do the screens show for `O=C(Nc1cccc(-c2cc3ccccc3oc2=O)c1)c1ccc(Br)o1`?
RPL19A TOR yeast: 102; MEP2-GFP yeast: 102; GASC-1 inh: 4; AGP1-GFP MLPCN: 103; LAP4-GFP MLPCN: 101; GRK2 aptamer HTS: 0; CIT2-GFP yeast: 98; VLA-4 inh: 3

What do the screens show for `CCN(CC)Cc1c(-c2ccccc2)[nH]c2ccc(C)cc2c1=O`?
RPL19A TOR yeast: 105; MEP2-GFP yeast: 107; GASC-1 inh: 6; AGP1-GFP MLPCN: 108; LAP4-GFP MLPCN: 85; GRK2 aptamer HTS: 3; CIT2-GFP yeast: 116; VLA-4 inh: 2

What do the screens show for `CCOC(=O)c1cn(CC(=O)Nc2ccc(CC)cc2)nn1`?
RPL19A TOR yeast: 98; MEP2-GFP yeast: 103; GASC-1 inh: 14; AGP1-GFP MLPCN: 104; LAP4-GFP MLPCN: 105; GRK2 aptamer HTS: 1; CIT2-GFP yeast: 97; VLA-4 inh: 14

How did CCOC(=O)/C(C#N)=C/c1cn(CCC(=O)O)nc1-c1ccc(Br)cc1 do in these assays?
RPL19A TOR yeast: 95; MEP2-GFP yeast: 104; AGP1-GFP MLPCN: 96; LAP4-GFP MLPCN: 103; GRK2 aptamer HTS: 2; CIT2-GFP yeast: 98; VLA-4 inh: 14

What do the screens show for `CCO/N=C(\N)c1[nH]ncc1Br`?
RPL19A TOR yeast: 103; MEP2-GFP yeast: 102; GASC-1 inh: 33; AGP1-GFP MLPCN: 93; LAP4-GFP MLPCN: 106; GRK2 aptamer HTS: 0; CIT2-GFP yeast: 99; VLA-4 inh: 3

Results for CN(C)S(=O)(=O)c1ccc(N2CCCC2)c(C(=O)N2CCC(C(N)=O)CC2)c1 ?
RPL19A TOR yeast: 98; MEP2-GFP yeast: 101; GASC-1 inh: 3; AGP1-GFP MLPCN: 104; LAP4-GFP MLPCN: 102; GRK2 aptamer HTS: 1; CIT2-GFP yeast: 91; VLA-4 inh: 3

How did COCCCNC(=O)CC(=O)N/N=C\c1ccc(SC)cc1 do in these assays?
RPL19A TOR yeast: 107; MEP2-GFP yeast: 102; GASC-1 inh: -3; AGP1-GFP MLPCN: 114; LAP4-GFP MLPCN: 104; GRK2 aptamer HTS: 0; CIT2-GFP yeast: 103; VLA-4 inh: 11

What do the screens show for `C=C(C)c1nc2cc(OC)c(OC)cc2c(=O)o1`?
RPL19A TOR yeast: 92; MEP2-GFP yeast: 96; GASC-1 inh: -6; AGP1-GFP MLPCN: 89; LAP4-GFP MLPCN: 94; GRK2 aptamer HTS: 0; CIT2-GFP yeast: 93; VLA-4 inh: 6

Results for Cc1ccc(C)c(OCCC(=O)N(C)CC(=O)Nc2c(C)cccc2C)c1 ?
RPL19A TOR yeast: 98; MEP2-GFP yeast: 102; GASC-1 inh: -5; AGP1-GFP MLPCN: 99; LAP4-GFP MLPCN: 100; GRK2 aptamer HTS: 3; CIT2-GFP yeast: 96; VLA-4 inh: -5

What do the screens show for `O=C1C(=Cc2cccn2-c2ccccc2)C(=O)c2ccccc21`?
RPL19A TOR yeast: 99; MEP2-GFP yeast: 103; GASC-1 inh: 2; AGP1-GFP MLPCN: 97; LAP4-GFP MLPCN: 95; GRK2 aptamer HTS: 3; CIT2-GFP yeast: 97; VLA-4 inh: 29

Results for CC1CN(Cc2nc3c(c(=O)[nH]c(=O)n3C)n2CCN2CCOCC2)CC(C)O1 (stereo unspecified) ?
RPL19A TOR yeast: 112; MEP2-GFP yeast: 113; GASC-1 inh: 8; AGP1-GFP MLPCN: 105; LAP4-GFP MLPCN: 102; GRK2 aptamer HTS: 0; CIT2-GFP yeast: 93; VLA-4 inh: 3

How did CC(/C=N/n1c(COc2ccccc2)n[nH]c1=S)=C\c1ccco1 do in these assays?
RPL19A TOR yeast: 97; MEP2-GFP yeast: 103; GASC-1 inh: 4; AGP1-GFP MLPCN: 99; LAP4-GFP MLPCN: 110; GRK2 aptamer HTS: 2; CIT2-GFP yeast: 98; VLA-4 inh: 24

Random excerpt: 3 compounds from above.
What do the screens show for `O=C(Nc1cccc(-c2cc3ccccc3oc2=O)c1)c1ccc(Br)o1`?
RPL19A TOR yeast: 102; MEP2-GFP yeast: 102; GASC-1 inh: 4; AGP1-GFP MLPCN: 103; LAP4-GFP MLPCN: 101; GRK2 aptamer HTS: 0; CIT2-GFP yeast: 98; VLA-4 inh: 3

What do the screens show for `O=C1C(=Cc2cccn2-c2ccccc2)C(=O)c2ccccc21`?
RPL19A TOR yeast: 99; MEP2-GFP yeast: 103; GASC-1 inh: 2; AGP1-GFP MLPCN: 97; LAP4-GFP MLPCN: 95; GRK2 aptamer HTS: 3; CIT2-GFP yeast: 97; VLA-4 inh: 29

What do the screens show for `CCN(CC)Cc1c(-c2ccccc2)[nH]c2ccc(C)cc2c1=O`?
RPL19A TOR yeast: 105; MEP2-GFP yeast: 107; GASC-1 inh: 6; AGP1-GFP MLPCN: 108; LAP4-GFP MLPCN: 85; GRK2 aptamer HTS: 3; CIT2-GFP yeast: 116; VLA-4 inh: 2

Outcome played no part in choosing rows. Share with any hit: about 1.7%.
